Compound activity: PubChem, The Scripps Research Institute Molecular Screening Center
PAFAH2 FP inh = inhibitors of human PAFAH2; Q99487; hit rate 0.99% among 340,000; recombinant PAFAH2, FP-rhodamine activity probe, fluorescence polarization; AID 492956; inhibition, % at 3.39 µM;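 active = inhibition above the mean over all tested compounds plus 3 SD, cut at about 30% in these data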;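 note: inhibitors block probe labeling of enzyme so polarization drops; 0% = enzyme with DMSO and 100% = wells lacking PAFAH2 protein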
LYPLA2 inh = blocks human lysophospholipase 2, a PME1 counter-screen; O95372; recombinant LYPLA2, FP-Rh probe fluorescence polarization; inhibition, % at 5.9 µM; hit rate 0.38% among 320,000;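 active = inhibition above the screen-wide mean plus 3 SD, limit set per campaign, cut at about 26% in these data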;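 note: 0% = LYPLA2 with DMSO and 100% = wells lacking LYPLA2 enzyme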
Target sequence (O95372 whole entry, looked up): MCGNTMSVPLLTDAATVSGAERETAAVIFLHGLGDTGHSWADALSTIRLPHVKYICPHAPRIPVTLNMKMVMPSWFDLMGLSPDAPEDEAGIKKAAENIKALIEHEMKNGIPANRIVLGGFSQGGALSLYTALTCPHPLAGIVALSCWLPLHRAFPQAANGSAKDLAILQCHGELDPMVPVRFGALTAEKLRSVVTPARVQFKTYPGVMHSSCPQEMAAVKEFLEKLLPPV
PAFAH1B2 inh = blocks human PAF acetylhydrolase 1b catalytic subunit 2. inhibition, % at 3.39 µM. hit rate 1.2% among 340,000. P68402. recombinant PAFAH1B2, FP-rhodamine activity probe, fluorescence polarization. AID 492953;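 active = inhibition above the mean of all tested compounds plus 3 SD, cut at about 24% in these data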;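 note: 0% = enzyme with DMSO and 100% = wells lacking PAFAH1B2; many of its hits are not listed in these tables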
Target sequence (P68402 whole entry, looked up): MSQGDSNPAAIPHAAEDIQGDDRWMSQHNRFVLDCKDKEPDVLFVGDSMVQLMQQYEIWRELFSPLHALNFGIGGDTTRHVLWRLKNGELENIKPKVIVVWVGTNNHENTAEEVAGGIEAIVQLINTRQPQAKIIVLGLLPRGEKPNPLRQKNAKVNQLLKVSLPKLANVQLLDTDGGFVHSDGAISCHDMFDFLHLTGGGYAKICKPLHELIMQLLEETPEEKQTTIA
ZTA DNA inh = ZTA (EBV) inhibition in EBNA-1 counter-screen; P03206; ZTA-DNA binding, fluorescence polarization; inhibition, % at 11 µM; hit rate 0.15% among 320,000; in the data active = inhibition above about 33%
PREPL inh = inhibits the human prolyl oligopeptidase-like enzyme | hit rate 0.68% among 320,000 | Q4J6C6 | inhibition, % at 5.96 µM | recombinant PREPL, fluorescence polarization activity-based probe; in the data active = inhibition above about 43%;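 note: 0% = enzyme with DMSO and 100% = wells lacking enzyme; many of its hits are not listed in these tables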
pPAFAH FP inh = pPAFAH (human) enzyme inhibition. Q13093. recombinant pPAFAH, FP-rhodamine probe fluorescence polarization. inhibition, % at 3.39 µM. hit rate 1.5% among 330,000;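 active = inhibition above the mean inhibition across the screen plus 3 SD, cut at about 25% in these data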;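 note: inhibitors block binding of the rhodamine activity-based probe so polarization drops; 0% = enzyme with DMSO and 100% = wells lacking pPAFAH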
PAFAH1B3 inh = blocks human PAF acetylhydrolase 1B catalytic subunit 3; Q15102; inhibition, % at 3.39 µM; recombinant PAFAH1B3, FP-rhodamine probe, fluorescence polarization; hit rate 0.28% among 340,000;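 active = inhibition above the screen-wide average of all tested compounds plus 3 SD, cut at about 25% in these data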;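 note: 0% = enzyme with DMSO only and 100% = wells lacking PAFAH1B3 protein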
Target sequence (Q15102 whole entry, looked up): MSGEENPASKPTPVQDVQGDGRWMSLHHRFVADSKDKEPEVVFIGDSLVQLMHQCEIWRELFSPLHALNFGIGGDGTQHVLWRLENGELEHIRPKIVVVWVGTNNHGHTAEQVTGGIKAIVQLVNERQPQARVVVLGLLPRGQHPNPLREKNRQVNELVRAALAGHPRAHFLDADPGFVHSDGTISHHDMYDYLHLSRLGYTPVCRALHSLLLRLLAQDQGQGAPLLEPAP
LYPLA1 counter = counter-screen for PME1 inhibitors: inhibitors of human LYPLA1; recombinant LYPLA1, FP-Rh probe fluorescence polarization; inhibition, % at 5.9 µM; hit rate 0.16% among 320,000;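 active = inhibition above the mean of all tested compounds plus 3 SD, set per campaign, cut at about 14% in these data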;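 note: inhibitors block serine hydrolase probe labeling of LYPLA1 so polarization falls; 0% = enzyme with DMSO and 100% = wells lacking LYPLA1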
Target sequence (O75608 whole entry, looked up): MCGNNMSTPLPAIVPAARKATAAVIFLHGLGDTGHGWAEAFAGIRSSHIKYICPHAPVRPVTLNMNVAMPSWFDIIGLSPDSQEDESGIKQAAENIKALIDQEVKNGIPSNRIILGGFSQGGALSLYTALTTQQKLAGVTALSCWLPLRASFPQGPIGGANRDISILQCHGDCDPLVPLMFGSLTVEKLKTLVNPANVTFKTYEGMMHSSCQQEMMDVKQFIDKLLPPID
EBNA-1 inh = blocks EBNA-1 binding to DNA; EBNA-1 DNA binding, fluorescence polarization; inhibition, % at 14.8 µM; hit rate 0.34% among 300,000; in the data active = inhibition above about 28%
* hit, by the source's call; . = no result given. This is a subset; count on the stated rates, not on these rows.

SMILES	PAFAH2 FP inh	LYPLA2 inh	PAFAH1B2 inh	ZTA DNA inh	PREPL inh	pPAFAH FP inh	PAFAH1B3 inh	LYPLA1 counter	EBNA-1 inh
O=C(NNc1nc2ccc(F)cc2s1)c1cccc(F)c1	0.8	-8.8	3.5	-2.5	-5.6	6.0	8.7	-7.4	3.3
CC1CCCC/C1=N\NC(=S)Nc1ccccc1 (centres undefined)	1.9	0.4	1.7	12.8	0.8	2.5	1.1	0.5	1.3
CC(Sc1nc(-c2ccccc2)cs1)C(=O)Nc1ccc(Cl)cn1 (centres undefined)	2.7	-4.5	3.4	-7.2	-2.0	4.2	-3.6	-4.1	8.4
CC1(c2ccccc2)NC(=O)N(CC(=O)NC(=O)NC2CCCC2)C1=O (centres undefined)	-8.5	3.2	-5.0	-1.9	5.0	-2.1	8.4	2.6	-12.4
Cc1ccc(S(=O)(=O)N(C)/C(=N/S(=O)(=O)c2ccccc2)c2ccccc2)cc1	2.7	2.6	11.7	-9.1	5.0	0.2	0.0	0.2	13.1
CCN(CC)S(=O)(=O)c1ccc(Cl)c(C(=O)Oc2cccc(-c3cnc4ccccc4n3)c2)c1	-10.5	-9.0	-3.5	6.4	-15.0	-5.4	-2.0	-6.8	-8.4
Cc1cc(C)nc(NC(=O)C(c2ccccc2)c2ccccc2)n1	-1.2	-4.4	4.9	6.7	1.4	-0.9	-8.2	-2.3	3.5
Cc1ccc(S(=O)(=O)N(C)C)cc1NC(=O)CN1CCN(Cc2ccccc2)CC1	5.7	3.9	2.4	1.8	9.3	-1.1	-5.3	3.0	-9.8
Cc1ccc(OCCC(=O)OCC(=O)NCCc2ccccc2)cc1	4.7	-0.3	10.9	2.7	1.9	24.4	2.5	-2.0	9.9
O=C(NCCN1CCN(S(=O)(=O)c2ccc([N+](=O)[O-])cc2)CC1)C(=O)Nc1ccccc1	0.3	1.5	1.5	4.0	1.5	1.5	0.8	1.9	0.9
CC(=O)N1CCC(O)(c2ccc3c(c2)OCO3)CC1	2.4	-8.9	0.7	-4.6	-2.9	3.4	-0.9	-2.4	1.4
CCCCn1c(N)c(N(CC(C)C)C(=O)c2cccc(S(=O)(=O)N3CCN(C)CC3)c2)c(=O)[nH]c1=O	1.4	8.5	3.5	-14.3	0.4	3.6	3.2	3.5	4.6
CCOC(=O)c1c(C)[nH]c(C)c1C(=O)CN1C(=O)NC2(CCCCCC2)C1=O	-4.6	6.3	2.1	-7.4	13.6	-0.4	10.9	0.8	.
CC(=C/c1ccccc1)/C=N/NC(=O)c1nnn(-c2nonc2N)c1CN1CCC(C)CC1	-3.9	-7.0	4.4	3.6	8.3	-5.5	0.3	-5.0	-4.7
CC(C)Cc1nnc(NC(=O)CCC(=O)N2CCN(c3ccccn3)CC2)s1	-4.7	6.7	-4.5	8.3	10.3	-11.3	11.2	-5.0	-8.9
CC1CCCCC1NC(=O)CCNS(=O)(=O)c1cc(Br)cnc1N (centres undefined)	4.3	7.3	1.7	2.0	-1.6	-2.6	4.1	-0.6	9.3
Cc1cccn2c(=O)c(C=O)c(N3CCCCCC3)nc12	-3.7	4.0	3.4	0.4	20.0	-1.8	0.7	3.6	1.0
O=C1c2ccccc2CCC12N=NCC2c1ccc(Br)cc1 (centres undefined)	2.2	6.6	2.0	3.5	-8.9	6.9	-4.8	-3.3	1.3
COc1ccc(/C(N)=N/OC(=O)CCCc2ccccc2)cc1	4.5	11.7	6.7	15.2	1.9	2.0	24.1	-1.0	7.5
COc1cc(C)ccc1OCc1cc(C(=O)NCCN2CCOCC2)no1	-0.1	2.4	-2.5	9.0	0.8	-0.6	-2.7	-1.3	-0.2
CCN(c1ccccc1)S(=O)(=O)c1ccc(C(=O)NCCCn2ccnc2)cc1	2.8	-3.8	10.4	-8.2	15.6	1.9	5.3	1.2	-4.6
COc1ccc(/C(O)=C2/C(=O)C(=O)N(CCN3CCOCC3)C2c2cccnc2)cc1OC (centres undefined)	-1.1	1.9	4.1	-8.2	3.8	-0.5	2.8	3.8	-0.8
CC(C)S(=O)(=O)c1csc(NC(=O)Nc2ccc(Cl)cc2)c1Cl	-15.2	-54.0	2.7	-3.1	7.2	-2.1	8.9	-33.1	-4.7
COc1ccccc1NCCC(=O)OCC(=O)NC1CCCC(C)C1C (centres undefined)	1.4	2.1	2.0	1.3	-0.6	11.3	5.1	0.9	1.9
CCCCNC(=O)c1ccccc1NC(=O)CCC	-5.2	9.7	-0.9	-19.7	10.0	2.3	11.7	2.5	4.8
The list continues.
SMILES	PAFAH2 FP inh	LYPLA2 inh	PAFAH1B2 inh	ZTA DNA inh	PREPL inh	pPAFAH FP inh	PAFAH1B3 inh	LYPLA1 counter	EBNA-1 inh
Cc1nc2c(ncn2-c2ccccc2)c(=O)n1NC(=O)CN1CCCC1	3.1	9.0	1.9	-21.4	19.7	4.6	4.7	4.4	-3.2
Cc1ccc(NC(=O)c2ccccc2)cc1	-2.9	-0.3	4.0	-7.1	11.4	3.3	14.0	-2.0	5.8
C=CCOC(=O)/C=C/C(=O)NC(N)=O	6.1	3.2	1.8	17.8	-4.2	0.8	5.2	-5.2	10.7
COc1ccc(-c2c(C#Cc3ccsc3)c3cc(-c4cccc5[nH]ccc45)ccc3n2C)cc1	-7.9	-5.2	4.2	19.5	13.1	3.5	10.5	-4.8	.
Cc1cccc(NC(=O)CSc2nnc(C)c(=O)n2N)c1C	6.1	9.6	-0.4	-9.8	-2.1	5.4	2.7	5.0	1.4
CC(C)c1nc(-c2ccc([N+](=O)[O-])cc2)cs1	0.7	7.0	3.2	-7.0	-4.8	1.9	10.1	-0.8	-1.8
CC(C)CCn1c(N2CCC(C(N)=O)CC2)nc2c1c(=O)[nH]c(=O)n2C	7.0	-1.8	3.5	-33.9	3.2	2.6	10.5	1.4	-8.8
COc1ccc(C(=O)NCCC2=CCCCC2)cc1OC	5.9	1.9	4.5	-17.6	6.2	1.9	5.5	2.2	1.3
O=C(NCC(c1cccs1)N1CCOCC1)c1ccc(Cl)s1 (centres undefined)	3.5	-3.6	2.1	-4.8	9.8	-1.0	-1.2	-0.5	-5.3
Cc1ccc(COC(=O)NCc2cccnc2)cc1	-1.6	-7.3	6.2	11.1	0.1	1.5	3.1	-4.5	-10.4
COc1ccc(NC(=O)CSc2nc3[nH]c(=O)cc(O)c3s2)c(OC)c1	-3.5	-0.1	8.0	0.5	6.5	6.9	9.1	-7.0	.
COc1ccc(S(=O)(=O)N2CCCCCC2)cc1C(=O)Nc1cccc(C)n1	15.0	-2.8	4.5	-17.4	9.8	4.4	8.3	-0.3	-14.3
COc1ccc(S(=O)(=O)N2CCOCC2)cc1NC(=O)CSc1ncccn1	13.4	.	1.0	.	4.2	1.7	8.1	.	.
O=C1Nc2cc(Cl)cnc2N2CCCC12 (centres undefined)	4.5	0.7	3.5	-18.9	27.5	0.2	4.2	-0.7	3.8
O=C1C=C(c2ccc(F)cc2OCc2ccccc2)C[C@@H](c2ccc(Cl)cc2)C1	11.0	-6.5	-0.5	3.7	1.5	1.0	7.8	-3.8	.
CCc1ccc(OCC(=O)NNC(=O)c2ccc(NC(=O)C3CC3)cc2)cc1	-1.5	0.7	6.3	-1.6	-0.8	-0.2	3.7	1.4	-0.8
CN(C(=O)Cn1nnc(-c2ccccc2)n1)C1CCS(=O)(=O)C1 (centres undefined)	7.5	-0.5	-2.1	4.0	-0.1	0.9	10.9	0.0	5.5
CC(=O)Nc1ccc(S(=O)(=O)NCCN2CCOCC2)cc1	-0.5	1.9	5.1	-3.6	21.6	1.3	2.4	-0.3	9.7
CC(=O)c1cccc(N(CC(=O)N2CCCCC2)S(C)(=O)=O)c1	6.0	-0.2	4.0	2.9	8.4	0.6	4.5	1.9	-10.0
Nc1nc(CSC(=S)N2CCOCC2)nc(Nc2ccccc2)n1	16.4	-2.6	-0.1	-2.3	-2.6	-5.4	0.8	0.1	-1.6
CS(=O)(=O)NCCCc1ccccc1	10.9	-4.0	11.0	8.2	-5.7	4.0	1.5	1.3	6.3
C/C(=N\N=C(c1ccccc1)c1ccccc1)c1ccco1	-4.2	-2.1	5.9	-2.4	-3.1	2.2	-0.8	0.8	1.6
CS/C(=C/[N+](=O)[O-])Nc1cccc2c1C(C)CC2(C)C (centres undefined)	10.8	-3.9	3.6	15.8	0.5	6.1	1.1	-2.3	7.7
OCCOCCn1c(-c2ccccc2)nc(=S)c2c1CCCC2	5.7	6.7	9.0	-1.1	15.0	-2.5	-4.7	5.8	7.8
COC(=O)c1ccc(C(c2c(N)n(Cc3ccccc3)c(=O)n(C)c2=O)N2CCOCC2)cc1 (centres undefined)	-9.1	-2.8	6.0	6.5	13.5	-4.0	8.8	1.0	8.4
Other structures
SMILES	PAFAH2 FP inh	LYPLA2 inh	PAFAH1B2 inh	ZTA DNA inh	PREPL inh	pPAFAH FP inh	PAFAH1B3 inh	LYPLA1 counter	EBNA-1 inh
O=C(CCNS(=O)(=O)c1ccccc1F)OCc1ccccc1Cl	-3.5	.	5.5	.	-2.8	18.8	9.5	.	.
CC(C)c1ccc(Nc2nnns2)cc1	3.4	7.2	3.7	1.3	1.8	-3.0	1.9	0.5	3.4
Cc1ccc(CNC(=O)CCc2ccccc2)cc1	8.1	3.8	2.5	0.0	9.3	0.8	9.3	0.1	-4.2
O=C(Nc1cccnc1)c1cccc(S(=O)(=O)N2CCCCC2)c1	8.9	-6.6	7.6	5.1	5.0	-1.1	11.5	-1.5	6.1
Cc1cc(C)n(CCC(=O)N2CCc3ccccc32)n1	5.9	7.0	-2.2	-3.2	1.5	-1.3	3.4	3.5	-0.2
CCSc1nc2nn(-c3ccccc3)c(=O)c-2c2n1CCCCC2	1.7	0.6	2.8	14.4	20.9	-1.7	1.1	1.3	-10.7
Cc1cccc2c1N(CCCOc1ccc(C(C)(C)C)cc1)C(=O)C2=O	1.4	-2.3	-4.8	7.8	1.8	17.0	4.1	-2.8	4.9
CCSC1=C(C#N)C(c2cccc(O)c2)CC(=O)N1 (centres undefined)	-2.1	-5.1	1.9	7.9	4.3	3.1	-1.3	-0.1	6.8
c1ccc2c(C[C@@H]3CNCCN3CC3CCCCC3)cccc2c1	4.2	-4.3	1.9	-2.8	14.7	-1.1	10.8	-2.0	10.8
N#Cc1c(N)nc2c(c1N)CC(COc1ccccc1)O2 (centres undefined)	1.8	-7.0	0.2	14.0	8.7	0.3	1.1	-5.7	-3.6
COC(=O)CSc1nnc(CNC(=O)c2ccccc2F)n1-c1ccc(F)cc1	-3.8	-5.5	1.4	2.8	-0.4	-2.8	8.2	1.3	11.5
Cc1ccnc2c(N3C(=O)C4C5C=CC(C5)C4C3=O)cccc12 (centres undefined)	2.1	7.2	4.3	-10.6	0.6	5.7	0.0	1.9	-18.0
O=C(COC(=O)/C=C/c1cccc(Cl)c1)NCCC1=CCCCC1	13.7	2.9	3.5	11.6	-2.6	6.7	4.3	-0.6	11.2
CCCNC(=O)C(Cc1ccc(C(F)(F)P(=O)(OCC)OCC)cc1)NC(=O)c1ccc(C#N)cc1 (centres undefined)	7.7	.	-1.3	.	9.2	0.8	6.8	.	.

Entries listed so far containing a nitro group on carbon (3):
SMILES	PAFAH2 FP inh	LYPLA2 inh	PAFAH1B2 inh	ZTA DNA inh	PREPL inh	pPAFAH FP inh	PAFAH1B3 inh	LYPLA1 counter	EBNA-1 inh
O=C(NCCN1CCN(S(=O)(=O)c2ccc([N+](=O)[O-])cc2)CC1)C(=O)Nc1ccccc1	0.3	1.5	1.5	4.0	1.5	1.5	0.8	1.9	0.9
CC(C)c1nc(-c2ccc([N+](=O)[O-])cc2)cs1	0.7	7.0	3.2	-7.0	-4.8	1.9	10.1	-0.8	-1.8
CS/C(=C/[N+](=O)[O-])Nc1cccc2c1C(C)CC2(C)C (centres undefined)	10.8	-3.9	3.6	15.8	0.5	6.1	1.1	-2.3	7.7
